# Source: PubChem
# PP5 primary – PP5 phosphatase inhibitors, primary screen, biochemical, fluorescence; Serine/threonine-protein phosphatase 5 (Homo sapiens), P53041; purified PP5c, OMFP substrate fluorescence; inhibition, % at 6.7 µM; 320,000 compounds, 0.18% hits; AID 1987, 2009;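 active means inhibition above the campaign's mean inhibition across all tested compounds plus 3 SD, cut at about 9.5% in these data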;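 further: 0% = DMSO only and 100% = 100 µM cantharidin control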
# Target sequence (P53041 whole entry, looked up): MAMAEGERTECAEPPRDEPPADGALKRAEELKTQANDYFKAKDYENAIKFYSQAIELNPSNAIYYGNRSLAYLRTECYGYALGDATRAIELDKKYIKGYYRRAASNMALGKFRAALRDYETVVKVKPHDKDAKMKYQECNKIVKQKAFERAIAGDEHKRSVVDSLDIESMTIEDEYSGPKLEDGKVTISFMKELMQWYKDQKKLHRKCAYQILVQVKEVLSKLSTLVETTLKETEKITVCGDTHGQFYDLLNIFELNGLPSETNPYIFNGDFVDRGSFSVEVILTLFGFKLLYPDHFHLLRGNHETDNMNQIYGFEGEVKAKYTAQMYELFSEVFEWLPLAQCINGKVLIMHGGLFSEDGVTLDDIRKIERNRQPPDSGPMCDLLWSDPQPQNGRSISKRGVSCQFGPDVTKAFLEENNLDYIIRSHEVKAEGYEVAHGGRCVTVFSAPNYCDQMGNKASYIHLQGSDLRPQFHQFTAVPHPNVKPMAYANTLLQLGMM
# HCV core dimer – inhibitors of HCV core protein dimerization, primary screen, biochemical, TR-FRET, high-throughput. inhibition, % at 5 µM. TR-FRET GST/Flag-core106 dimerization, 1536-well. AID 1899, 2009. 300,000 compounds, 0.33% hits;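 active means inhibition above the mean of all tested compounds plus 3 SD, set per screening campaign, cut at about 45% in these data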
#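 Assay system – GST-tagged and Flag-tagged HCV core protein residues 1-106 · Quantity – core106 proteins, GST 13.5 nM and Flag 17 nM · Benchmarks – unlabelled core106 and no-GST-core106 wells · Read-out basis – percent inhibition of core106 dimerization signal · Detection – time-resolved FRET, ex 340 nm, em 617 and 671 nm · Schedule – 4 h at 22.5 °C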
# PREPL inh – PREPL enzyme inhibitors, primary screen, biochemical, fluorescence polarization; Prolyl endopeptidase-like (Homo sapiens), Q4J6C6; inhibition, % at 5.96 µM; AID 2751, 2010; recombinant PREPL, fluorescence polarization activity-based probe; 320,000 compounds, 0.68% hits; in the data active means inhibition above about 43%;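 further: 0% = enzyme with DMSO and 100% = wells lacking enzyme; many of its hits are not listed in these tables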
# TPT1 inh – Candida albicans TPT1 enzyme inhibitors, primary screen, biochemical, fluorescence polarization | tRNA 2'-phosphotransferase TPT1 (Candida albicans SC5314) | recombinant caTPT1, FP RNA substrate dephosphorylation | inhibition, % at 5 µM | 300,000 compounds, 0.81% hits | AID 1962, 2009;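 active means inhibition above the mean of all tested compounds plus 3 SD, set per screening campaign, cut at about 24% in these data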;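 further: plate controls were DMSO alone for no effect and ferristatin control at 100 nM for full effect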
# CTSL1 counter – Fasciola hepatica cathepsin L1 inhibitors, primary screen, counter-screen for PFM18AAP inhibitor project, biochemical, QFRET, fluorogenic peptide substrate. inhibition, % at 5.96 µM. recombinant F. hepatica cathepsin L1, Z-Leu-Arg-MCA fluorescence. 300,000 compounds, 0.49% hits;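 active means inhibition above the mean of all tested compounds plus 3 SD, set per screening campaign, cut at about 17% in these data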;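 further: 0% = plate median of test compound wells and 100% = 1 µM Z-Phe-Ala-diazomethylketone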
# GASC-1 inh – inhibitors of GASC-1 histone demethylase, primary screen, biochemical, fluorescence, DELFIA europium; inhibition, % at 2.35 µM; GST-JMJD2C(1-420) H3K9me3 demethylation; 330,000 compounds, 0.069% hits;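 active means more than half of a compound's replicate wells show inhibition beyond 50%, single wells judged on their own value; inconclusive means some, but no more than half, of replicates pass 50% inhibition; inactive means no replicate passes 50% inhibition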;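 further: signal counts dimethyl H3K9 product captured on neutravidin plate; 0% = median of DMSO wells and 100% = 0.3 times that DMSO median; strong numbers were not always called active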
# PP1 inh – PP1-alpha phosphatase inhibitors, primary screen, counter-screen for PP5 inhibitor project, biochemical, fluorescence, OMFP substrate, single point; Serine/threonine-protein phosphatase PP1-alpha catalytic subunit (Homo sapiens), P62136; purified PP1alpha; inhibition, % at 6.7 µM; 320,000 compounds, 0.9% hits; AID 2235, 2010;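 active means inhibition above the mean inhibition of all tested compounds plus 3 SD, computed separately for each screening campaign, cut at about 15% in these data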
# Target sequence (P62136 whole entry, looked up): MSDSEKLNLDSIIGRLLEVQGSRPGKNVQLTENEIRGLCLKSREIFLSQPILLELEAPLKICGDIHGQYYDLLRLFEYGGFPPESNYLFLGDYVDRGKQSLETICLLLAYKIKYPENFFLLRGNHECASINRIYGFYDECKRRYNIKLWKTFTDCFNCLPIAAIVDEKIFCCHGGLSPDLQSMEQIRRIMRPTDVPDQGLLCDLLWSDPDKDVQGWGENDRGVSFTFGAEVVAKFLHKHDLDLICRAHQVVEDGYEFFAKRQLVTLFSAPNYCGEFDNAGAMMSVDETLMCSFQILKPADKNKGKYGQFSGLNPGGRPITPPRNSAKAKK
# LYPLA2 counter – LYPLA2 inhibitors, primary screen, counter-screen for PME1 inhibitor project, biochemical, fluorescence polarization, FP-Rh probe ABPP; Acyl-protein thioesterase 2 (Homo sapiens), O95372; recombinant LYPLA2; inhibition, % at 5.9 µM; 320,000 compounds, 0.38% hits; AID 2177, 2009;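 active means inhibition above the screen-wide mean plus 3 SD, limit set per campaign, cut at about 26% in these data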;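 further: 0% = LYPLA2 with DMSO and 100% = wells lacking LYPLA2 enzyme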
# Target sequence (O95372 whole entry, looked up): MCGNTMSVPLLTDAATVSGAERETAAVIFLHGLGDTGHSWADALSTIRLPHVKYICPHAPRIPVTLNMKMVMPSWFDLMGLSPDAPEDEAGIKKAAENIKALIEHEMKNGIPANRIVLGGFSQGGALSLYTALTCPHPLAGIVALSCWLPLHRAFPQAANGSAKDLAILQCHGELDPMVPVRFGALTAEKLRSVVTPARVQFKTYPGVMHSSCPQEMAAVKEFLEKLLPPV
# Efflux pump mplx – inhibitors of Candida efflux pumps in yeast, primary screen, S. cerevisiae, Nile Red, multiplex | S. cerevisiae Candida pump triplex | inhibition, % at 10 µM | 330,000 compounds, 0.44% hits | AID 485275, 2010;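 active means plate passing quality check with inhibition over a set limit, or well fluorescence over plate mean plus 4 SD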;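 further: Nile Red retained in pooled yeast measured as flow cytometry median fluorescence; 0% = buffer negative control and 100% = Enniatin B positive control; higher means more Nile Red kept so more efflux inhibition; some compounds called inactive have numbers as strong as hits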
# The depositor's hits bear a star; ? = inconclusive; / = no result given; & = joins results of further samples. Some of the compounds tested; count on the stated rates, not on these rows.
SMILES,PP5 primary,HCV core dimer,PREPL inh,TPT1 inh,CTSL1 counter,GASC-1 inh,PP1 inh,LYPLA2 counter,Efflux pump mplx
O=C(Nc1cccc(C(=O)N2CCN(c3ccccc3)CC2)c1)c1ccco1,-0.5,-4,2,1,0,-24,-2,-7,0.0
Cc1cccc(-n2cnc(C(=O)N3CCN(C)CC3)c2)n1,-2.6,2,0,1,-4,15,-3,-1,0.2
Cc1ccc(C(=O)COc2ccccc2-c2ccccc2)cc1C,1.3,-8,-6,-1,-1,8,-9,-9,13*
O=C(CCCCn1c(=O)[nH]c2ccccc2c1=O)NCc1ccc2c(c1)OCO2,2.2,1,-2,-1,-5,6,0,3,0.1
Cc1ccc(CNC(=O)CN(Cc2ccccc2)S(C)(=O)=O)cc1,0.3,4,-15,-3,0,-5,-2,7,-0.1
NC(=O)c1ccsc1NC(=O)CSc1nnc(Nc2ccccc2)s1,1.2,10,-1,4,11,-3,0,-13,0.0
O=C(O)c1cc(-c2ccc(/C=C3\NC(=O)N(c4ccc(Cl)cc4)C3=O)o2)ccc1Cl,2.7,2,7,3,-2,1,-3,2,0.1
N#Cc1c(-c2ccc(Cl)cc2)cc(-c2ccccc2)nc1SCC(=O)O,4.7,17,6,-2,3,2,13,-2,-0.1
Cc1ccccc1OCC(=O)Nc1ccccc1CO,0.5,1,4,-5,-3,6,-8,2,-0.2
CC(=O)Nc1ccc2c3c(cccc13)C(=O)N(c1ccccc1)C2=O,0.9,1,-1,3,4,14,1,-3,0.1
CCCCc1cc(=O)oc2cc(C)cc(OCC(=O)O)c12,0.1,-2,3,2,1,11,0,-4,-0.1
CC(OC(=O)c1nsc(Cl)c1Cl)C(=O)NCCc1ccccc1 (stereo not given),1.8,1,-48,-3,-5,6,1,-5,0.0
CCOc1ccc(S(=O)(=O)N2CCCC(C(=O)N3CCCC3)C2)cc1 (stereo not given),0.7,-1,7,-5,-1,-1,-3,1,-0.1
CCOC(=O)c1[nH]c(C)c(/C(O)=C2\C(=O)C(=O)N(CCN(C)C)C2c2ccncc2)c1C (stereo not given),2.5,1,15,2,-2,0,-2,-4,0.2
CCN(CC)C(=O)CC(c1ccc2c(c1)OCO2)c1c(OC)cc(OC)c2ccc(=O)oc12 (stereo not given),0.8,7,-2,1,0,1,4,-1,-0.1
Cc1nc2c3cnn(-c4ccccc4)c3ncn2n1,2.5,8,8,7,-2,0,-2,-10,0.3
COc1ccc(-c2cc3nc(C)c(CCC(=O)NCc4ccc(F)cc4)c(C)n3n2)c(OC)c1,3.0,-6,15,0,2,-2,-1,-1,0.0
COc1ccc(C(=O)NC2CC(C)(C)Cc3occc32)cc1 (stereo not given),2.4,5,4,1,-2,2,-3,0,-0.2
C#CCNC(=O)C1=C[C@@H](c2ccccc2)C[C@@H](OCc2ccc(CO)cc2)O1,-1.5,7,2,-5,-1,17,1,-7,0.0
Cc1nn(Cc2ccccc2Cl)c2sc(C(=O)OC3CCCC3=O)cc12 (stereo not given),3.5,4,19,-1,-4,-14,2,10,0.0
CCCC(=O)N(c1ccc(OCC)cc1)S(=O)(=O)c1ccc2c3c(cccc13)C(=O)N2C,3.2,2,5,0,2,13,5,3,-0.3
CCCN1CCN(C(=S)Nc2ccc3nc(N4CCN(CC)CC4)cc(C)c3c2)CC1,4.3,2,13,0,-2,5,-4,4,-0.1
C=CCSc1nc(C)cc2c1C(=O)OC2,-0.3,0,-4,2,-1,2,-4,-7,-0.2
O=C(O)/C=C/C(=O)Nc1ccc(Oc2ccccc2)cc1,-1.2,-1,-3,-4,5,-23,-3,0,-0.1
N#CCC(=O)N/N=C/c1ccc(N2N=C(c3ccccc3)CC2c2ccccc2)cc1 (stereo not given),7.7,11,20,51*,2,24,25*,-21,0.7
# (further entries)
SMILES,PP5 primary,HCV core dimer,PREPL inh,TPT1 inh,CTSL1 counter,GASC-1 inh,PP1 inh,LYPLA2 counter,Efflux pump mplx
COC(=O)c1ccc(N2CCOCC2)c(NC(=O)c2ccc3c(c2)OCCO3)c1,2.3,-4,-2,-1,-1,0,-4,4,0.0
Cc1cc(C)cc(C(=O)NCCC(=O)NCc2cc(=O)n(C)c(=O)n2C)c1,-2.8,-2,-3,-1,-2,?,0,-2,0.0
CCCN(CCC)C(=O)C1CC(=O)OC12CCCCC2 (stereo not given),-11,-4,8,1,10,16,0,-4,-0.1
Cc1cc(C)nc(NS(=O)(=O)c2ccc(NC(=O)c3ccc4c(c3)OCO4)cc2)n1,-1.2,-3,-2,3,3,-30,-2,-6,-0.1
CCNc1nc(Oc2ccc(C(=O)OC)cc2)nc(N2CCOCC2)n1,-3.0,1,-5,0,-1,-4,0,-3,0.0
CC(C)OC(=O)c1ccc(N2C(=O)C3CC=CCC3C2=O)cc1 (stereo not given),-0.9,1,9,-5,8,2,-4,5,0.0
CCC1Sc2ccccc2N(CC(=O)NC2CCCC2)C1=O (stereo not given),2.3,-9,-6,1,2,6,-1,-4,-0.1
CCN(CC(=O)Nc1ccc(NC(C)=O)cc1)C(=O)CN1C(=O)NC2(CCCC2)C1=O,-0.7,0,-1,-2,0,3,-3,-6,0.1
COc1ccc(Cl)cc1C(=O)Nc1nc2ccc(S(C)(=O)=O)cc2s1,2.4,-195,-8,0,0,13,-2,3,-0.1
CCCC(=O)OC1CC(C)N(C(=O)c2ccccc2)c2ccc(C)cc21 (stereo not given),-2.3,6,8,1,0,5,2,1,0.0
CCOC(=O)Cn1c(=O)oc2cc(S(=O)(=O)Nc3ccc(N(CC)CC)cc3C)ccc21,2.1,-1,18,5,4,2,2,-2,0.2
CC(C)COc1nc2c(c(=O)n(C)c(=O)n2C)n1C,1.1,-9,-7,-2,-2,-11,-1,1,0.1
CCOC(=O)c1c(NC(=O)CN2CCN(C(=O)c3ccco3)CC2)sc(C(N)=O)c1C,1.7,2,16,-1,0,-1,-5,4,0.1
CCCN(Cc1ccccc1)C(=S)Nc1ccc(F)cc1,-1.2,-2,-3,2,6,2,-1,4,0.0
O=c1[nH]c2cc(Cl)cc(Cl)c2[nH]c1=O,1.5,4,-9,1,-3,4,0,-5,0.0
Cc1ccc(C(=O)N/N=C\c2ccc(OC(=O)c3cccs3)cc2)cn1,3.4,-16,11,-3,-2,10,-1,4,-0.1
CCOC(=O)c1cc(C(C)(C)C)nc(SC)c1C#N,5.6,-1,13,-4,2,?,3,6,-0.1
CCOC(=O)CSc1nc(N)c(C#N)c(CC(C)C)c1C#N,7.2,4,14,-3,0,-10,0,3,0.2
O=C(CCc1nc2ccccc2c(=O)[nH]1)Nc1ccc(F)c([N+](=O)[O-])c1,0.7,5,13,9,-2,-2,-3,-3,0.2
Cc1ccc(-n2c(C)cc(C)c(C#N)c2=O)cc1,0.9,-2,-1,0,3,13,-2,3,0.0
CC(C)c1ccc(C(=O)Nc2ccc(N3CCOCC3)cc2)cc1,1.4,8,14,-3,5,10,-2,5,0.0
CCCNC(=O)c1ccc(N2CCC3(CC2)CC(c2ccccc2)=NO3)c(NC(=O)c2ccc(Br)cc2)c1,1.7,18,13,0,1,17,9,-22,-0.1
N#Cc1cc(-c2ccccc2)c[nH]c1=O,2.1,2,-13,-7,-1,52,-4,3,0.0
COc1ccc(OC)c2[nH]c(C(=O)N/N=C/c3ccccc3O)cc12,2.4,-13,43,2,0,-5,1,0,0.4
O=C1c2ccc([N+](=O)[O-])cc2C(=O)N1CNc1ccccn1,2.2,2,6,-3,-5,5,-2,0,-0.1
# (more compounds)
SMILES,PP5 primary,HCV core dimer,PREPL inh,TPT1 inh,CTSL1 counter,GASC-1 inh,PP1 inh,LYPLA2 counter,Efflux pump mplx
COc1ccc(-c2cc(-c3ccc(OC)cc3)nc(-c3ccc4c(c3)NC(=O)CO4)c2)cc1,0.6,-1,9,-4,-1,-5,-1,-19,0.2
CCO[C@H]1OC(C(=O)NCc2ccccc2)=C[C@@H](c2coc3ccccc3c2=O)[C@@H]1CCCO,3.3,-6,-4,-1,0,-1,-5,0,0.1
CCc1ccc(CNC(=O)CCS(=O)(=O)Cc2ccccc2F)cc1,1.1,-19,9,-2,10,15,-10,1,0.1
c1ccc2c(c1)OC(CCCN1CCCCC1)c1ccccc1S2 (stereo not given),-4.0,5,-21,-2,-3,0,-8,0,0.3
CC(C)S(=O)(=O)c1cnc(-c2cccnc2)nc1N,0.8,-8,18,-2,1,-6,0,-1,-0.1
CCCCNC(=O)Cn1c(=O)oc2cc(S(=O)(=O)N3CC(C)CC(C)C3)ccc21 (stereo not given),1.6,5,-7,-7,-2,0,-2,3,0.0
Cc1ccc(C(C)C)c(OCC(=O)NNC(=O)Cn2[nH]c(=O)c3ccccc3c2=O)c1,1.2,/,4,/,/,-5,-4,-28,0.0
CCOc1ccc(C(C)=O)cc1CSc1nnc(-c2ccncc2)n1CCOC,2.8,-3,9,-3,4,14,-1,0,0.0
COc1ccc(-c2nc(CSCC(=O)N3CCC(C(N)=O)CC3)c(C)o2)cc1OC,-1.2,-1,5,-3,-8,-3,-4,-2,-0.2
Cc1c(Cl)c([N+](=O)[O-])nn1CC(=O)NCc1cccnc1,2.3,0,9,-1,-4,1,2,9,-0.2
CC(C)c1ccccc1NC(=O)C1CC(=O)N(C2CCCC2)C1 (stereo not given),2.0,-2,1,-1,3,14,-4,2,-0.1
CCc1n(CC(O)COCC2CC=CCC2)c2ccccc2[n+]1C (stereo not given),-2.8,-4,5,-2,7,5,-4,6,-0.2
CC(C)Cc1nnc(NS(=O)(=O)c2ccc(Cl)cc2)s1,-0.1,15,4,2,0,7,-2,0,0.0
Cc1c(NC(=O)Cn2nc(C(=O)O)c3ccccc3c2=O)c(=O)n(-c2ccccc2)n1C,-0.6,-3,0,-6,-5,-17&0,-1,11,-0.1
O=C(c1cnc2ccc3ccccc3c2c1)c1cc(F)ccc1O,1.4,-3,-2,4,3,-2,-2,0,-0.1
O=C(Cn1c(O)c(/C=C2\C=Nc3ccc(Br)cc32)sc1=O)N1CCCC1,4.8,16,43*,1,5,11,3,0,0.2
COCC(=O)N(Cc1nc2sc(C)c(C)c2c(=O)[nH]1)C1CCCCC1,-3.0,2,7,0,2,2,-1,5,0.1

# 2 entries picked at random from the list so far:
SMILES,PP5 primary,HCV core dimer,PREPL inh,TPT1 inh,CTSL1 counter,GASC-1 inh,PP1 inh,LYPLA2 counter,Efflux pump mplx
CC(C)c1ccccc1NC(=O)C1CC(=O)N(C2CCCC2)C1 (stereo not given),2.0,-2,1,-1,3,14,-4,2,-0.1
COc1ccc(-c2nc(CSCC(=O)N3CCC(C(N)=O)CC3)c(C)o2)cc1OC,-1.2,-1,5,-3,-8,-3,-4,-2,-0.2
